KCNK3 inh: human KCNK3 channel inhibitors, primary screen, CHO cells, FluxOR thallium flux, B-score. actives 0.84% (n = 340,000). FluxOR fluorescence; stronger effect = lower value. B-score at 10 µM. Potassium channel subfamily K member 3 (Homo sapiens), O14649;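 active means B-score under library mean minus 4 SD, starting fluorescence ratio at most library mean plus 5 SD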;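 further: more negative B-score means stronger inhibition of thallium flux through KCNK3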
TMEM16A act: TMEM16A chloride channel activators or potentiators, primary screen, cell-based, HTS; Anoctamin-1 (Mus musculus), Q8BHY3; AID 623877, 2012; B-score at 10 µM; HEK293 TMEM16A/YFP-H148Q/I152L, iodide quench fluorescence; stronger effect = lower value; actives 0.3% (n = 340,000);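 active means fluorescence-ratio B-score plate-corrected deviation score at least 3 library SD below zero, with starting fluorescence score within 5 deviations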;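 further: channel opened by trigger with iodide after compound preincubation; score built on the fluorescence ratio of max minus min over baseline; more negative score means more quench and so TMEM16A activation or potentiation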
ANO1 block: TMEM16A chloride channel inhibitors, primary screen, cell-based, HTS; AID 588511, 2011; Anoctamin-1 (Mus musculus), Q8BHY3; HEK293 TMEM16A/YFP iodide influx fluorescence, ionomycin; normalized B-score (activity score, 25-100; higher = stronger inhibition) at 10 µM; actives 1.2% (n = 310,000);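 active means ratio plate-corrected score three or more library SD toward inhibition, starting fluorescence score within five deviations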;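 further: score derived from kinetic fluorescence span divided by baseline fluorescence per well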
hERG rescue: hERG rescue from dofetilide block, primary screen, cell-based, CHO-hERG, FluxOR thallium flux, dofetilide IC70; dofetilide IC70 present; Voltage-gated inwardly rectifying potassium channel KCNH2 (Homo sapiens), Q12809; activation (rescue from dofetilide block), less the hit threshold, % at 10 µM; actives 0.51% (n = 310,000);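 active means activation above the mean of controls blocked by dofetilide plus 5 SD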;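 further: thallium influx through hERG after potassium depolarization seen as dye fluorescence rise; in these data hits start at about 4.7%; inactives centre near -7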
MrgX1 agonist: agonists of human MrgX1 receptor, primary screen, HEK293 cells, Fluo-4 calcium flux | Mas-related G-protein coupled receptor member X1 (Homo sapiens), Q96LB2 | Fluo-4 calcium fluorescence, agonist mode; stronger effect = higher value | B-score at 10 µM | actives 0.44% (n = 310,000) | AID 588627, 2011;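 active means calcium response B-score plate-corrected fluorescence ratio at least 3 library SD, with starting fluorescence B-score inside 5 SD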
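Assay system: MrgX1-expressing HEK293 cells / Amount: fifteen thousand cells per well / Doses: test compound in the initial addition of three / Timing: cells plated overnight, dye loaded 0.5 h 37 °C, 0.5 h room temperature / Technique: kinetic calcium dye fluorescence, Fluo-4 NW / Control set: positive and negative controls per plate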
KCNQ1 inh: inhibitors of human KCNQ1 channel, primary screen, cell-based, thallium flux, high-throughput | Potassium voltage-gated channel subfamily KQT member 1 (Homo sapiens), P51787 | CHO-K1 KCNQ1, FluxOR thallium flux fluorescence; stronger effect = higher value | B-score at 10 µM | actives 1.3% (n = 310,000);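 active means compounds whose thallium flux B-score, printed positive for inhibition, exceeds three library SD while starting fluorescence stays within three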;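 further: channel opened by potassium depolarization with thallium stimulus after 20 min compound exposure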
Target sequence (P51787 whole entry, looked up): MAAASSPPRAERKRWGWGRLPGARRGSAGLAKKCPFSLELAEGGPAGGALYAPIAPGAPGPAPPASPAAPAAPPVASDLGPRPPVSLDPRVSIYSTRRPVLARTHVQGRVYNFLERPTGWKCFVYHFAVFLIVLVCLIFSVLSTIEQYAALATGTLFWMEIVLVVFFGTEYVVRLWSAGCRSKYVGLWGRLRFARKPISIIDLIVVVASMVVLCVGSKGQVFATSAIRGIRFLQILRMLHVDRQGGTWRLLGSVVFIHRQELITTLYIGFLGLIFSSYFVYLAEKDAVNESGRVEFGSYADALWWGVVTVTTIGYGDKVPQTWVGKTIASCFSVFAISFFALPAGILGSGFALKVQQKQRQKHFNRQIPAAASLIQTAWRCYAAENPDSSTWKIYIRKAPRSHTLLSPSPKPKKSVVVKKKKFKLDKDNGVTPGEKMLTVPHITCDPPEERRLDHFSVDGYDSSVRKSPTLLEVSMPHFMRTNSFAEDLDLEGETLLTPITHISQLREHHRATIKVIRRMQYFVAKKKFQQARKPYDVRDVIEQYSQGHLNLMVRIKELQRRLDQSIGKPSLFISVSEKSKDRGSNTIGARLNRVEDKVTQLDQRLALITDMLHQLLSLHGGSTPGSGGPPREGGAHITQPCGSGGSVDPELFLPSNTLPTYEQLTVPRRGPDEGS
RGS4 act: RGS4 potentiators or activators, primary screen, cell-based, HEK293 M3R inducible RGS4, calcium flux; carbachol calcium flux Fluo4; stronger effect = lower value; B-score at 10 µM; actives 0.92% (n = 310,000);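 active means B-score of the integrated calcium signal more than 4 SD below the library mean, with starting fluorescence not abnormally high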;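 further: negative B-score means reduced calcium response which marks RGS4 activation or potentiation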
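Material: Inducible-RGS4 HEK293 cells carrying M3 receptor; also added: carbachol at ECmax as muscarinic agonist stimulus; incubation: compound preincubation 20 min at room temperature before agonist; signal: Fluo4-AM (2 µM) calcium-flux fluorescence, kinetic read; measure: integrated calcium ratio converted to B score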
MrgX1 allo act: positive allosteric modulators of MrgX1, primary screen, HEK293 cells, Fluo-4 calcium flux | Mas-related G-protein coupled receptor member X1 (Homo sapiens), Q96LB2 | actives 0.63% (n = 310,000) | B-score at 10 µM | FDSS; stronger effect = higher value | AID 588675, 2011;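 active means plate-corrected calcium response at least 3 library SD above typical, normal starting fluorescence, not activating the receptor alone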;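 further: compound read alongside a low EC10 to EC30 dose of BAM8-22 agonist; peak minus trough fluorescence over baseline measured at the second addition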
RGS4 block: RGS4 inhibitors, primary screen, cell-based, HEK293 M3R inducible RGS4, calcium flux | Regulator of G-protein signaling 4 (Homo sapiens), P49798 | Fluo-4 calcium flux; stronger effect = higher value; triggered by carbachol at its EC20 | B-score at 10 µM | actives 0.45% (n = 310,000) | AID 463165, 2010;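 active means B-score, a plate-corrected calcium signal, over three deviations above library mean, with baseline fluorescence within five deviations of library mean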;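 further: RGS4 expression induced by doxycycline in cells with stable M3 receptor; B-score is computed from the integrated fluorescence ratio over baseline after carbachol; higher B-score means a larger calcium signal and so more RGS4 inhibition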
KCNQ1 pot: potentiators or activators of KCNQ1 channel, primary screen, cell-based, thallium flux, high-throughput; CHO-K1 KCNQ1, thallium flux FluxOR fluorescence; stronger effect = higher value; B-score at 10 µM; actives 0.35% (n = 310,000); AID 2648, 2010;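 active means fluorescence ratio B-score, a plate-corrected score, at least three library SD, with initial intensity B-score within 5 SD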
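System: CHO-K1 cells stably expressing KCNQ1 / Medium: assay buffer for compound exposure, DMSO matched across wells / Reagent: thallium- and potassium-containing depolarizing buffer / Compound: one concentration, matched DMSO / Incubation: 20 min compound pretreatment at room temperature / Measured by: kinetic FluxOR fluorescence, 10 s baseline plus 110 s post-stimulus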
KCNK9 block: KCNK9 potassium channel inhibitors, primary screen, HEK293 cells, thallium flux; B-score at 10 µM; actives 1.2% (n = 310,000); FluxOR thallium flux fluorescence; stronger effect = lower value;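 active means ratio B-score over 3 SD below the library mean, with starting fluorescence within 5 SD of its mean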;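 further: negative B-score means less thallium flux so channel inhibition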
Target sequence (Q9NPC2 whole entry, looked up): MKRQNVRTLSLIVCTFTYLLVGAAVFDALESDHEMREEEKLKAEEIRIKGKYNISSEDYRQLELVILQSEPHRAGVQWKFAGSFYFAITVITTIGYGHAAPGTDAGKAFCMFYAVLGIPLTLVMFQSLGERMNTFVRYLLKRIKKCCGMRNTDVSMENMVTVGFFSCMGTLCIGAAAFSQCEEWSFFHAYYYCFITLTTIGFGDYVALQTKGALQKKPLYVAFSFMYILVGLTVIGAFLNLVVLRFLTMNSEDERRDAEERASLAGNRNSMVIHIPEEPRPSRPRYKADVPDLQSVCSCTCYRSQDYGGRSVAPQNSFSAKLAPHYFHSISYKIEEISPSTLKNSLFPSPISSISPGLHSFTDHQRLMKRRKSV
* hit, by the source's call; i = inactive; nt = no result given.

SMILES | KCNK3 inh | TMEM16A act | ANO1 block | hERG rescue | MrgX1 agonist | KCNQ1 inh | RGS4 act | MrgX1 allo act | RGS4 block | KCNQ1 pot | KCNK9 block
COC(=O)C1=CN(C)C=C(C(=O)OC)C1c1ccccc1Cl | i | i | i | -2 | i | i | i | i | i | i | i
Cc1ccc(S(=O)(=O)N(C)c2ccc(OCC(=O)OCC(=O)N(CC#N)c3ccccc3)cc2)cc1 | i | i | i | -7 | i | i | i | i | i | i | i
CC1(C)CC(=O)C(C=Nc2cccnc2/N=C/C2=C(O)CC(C)(C)CC2=O)=C(O)C1 | i | i | i | -6 | i | i | i | i | i | i | i
CCN(CC)CCCNC(=S)N1CCN(c2nc(-c3ccccc3)cs2)CC1 | i | i | i | -7 | i | i | i | i | i | i | i
CCOc1ccc(N/C(C)=C/C(=O)c2ccc3c(c2)OCCO3)cc1 | i | i | i | 1 | i | i | i | i | i | i | i
CC(/C(O)=C(\C#N)c1nc2ccccc2n1C)N1C(=O)c2ccccc2C1=O (configuration not stated) | nt | nt | nt | -4 | nt | i | i | nt | i | i | i
O=C(c1cnn(C(=O)COc2ccccc2F)c1)c1cc(F)ccc1O | i | i | i | -18 | i | i | i | i | i | i | i
COc1ccc(/C=C(\NC(=O)c2ccccc2)C(=O)OC[C@@H]2CCC[N+]3(C)CCCCC23)cc1OC (some centres not stated) | i | i | i | -2 | i | i | i | i | i | i | i
O=C(/C(=N\O)n1cncn1)c1ccc(Br)cc1Br | i | i | i | -6 | i | i | i | i | i | i | i
CCOc1ccc(NC(=O)c2ccc(NC(=S)NC3CC3)cc2)cc1 | i | i | i | -5 | i | i | i | i | i | i | i
CCCCOC(=O)Nc1nc(C)c(C(=O)OCC)s1 | i | i | i | -2 | i | i | i | i | i | i | i
COc1ccccc1CNC(=O)CN(C)S(=O)(=O)c1ccc(F)cc1 | i | i | i | -7 | i | i | i | i | i | i | i
CC(C)(C)c1ccc(C(=O)NCc2nnc(SCC(=O)NC3CCCC3)o2)cc1 | i | i | i | -6 | i | i | i | i | i | i | i
NC(=O)COC(=O)CCCc1nc2ccccc2s1 | i | i | i | -8 | i | i | i | i | i | i | i
O=C(NCCN1CCN(c2ccccc2)CC1)c1cccc(Cl)c1 | i | i | i | -5 | i | i | i | i | i | i | i
COc1ccc(CCNC(=O)CCCN2C(=O)c3ccccc3C2=O)cc1 | i | i | i | -8 | i | i | i | i | i | i | i
COc1ccc(C(=O)CSc2nc(C)cc(C)n2)cc1C | i | i | i | -10 | i | i | i | i | i | i | i
COc1cc(C(=O)NC2CCN(CC(=O)NC3CCCCC3)CC2)cc(OC)c1OC | i | i | i | -6 | i | i | i | i | i | i | i
Cc1csc(Nc2nc(N)c(C(=O)Nc3cc(Cl)ccc3F)o2)n1 | i | i | i | -5 | i | i | i | i | i | i | i
CC(C)(C)OC(=O)NCc1ccc(CNC(=O)c2[nH]cnc2C(=O)NCC(=O)OCc2ccccc2)cc1 | i | i | i | -12 | i | i | i | i | i | i | i
CCN(CC)CCN(Cc1cc2cc(C)c(C)cc2[nH]c1=O)C(=S)NCc1ccco1 | i | i | i | -9 | i | i | i | i | i | i | i
CCC(=O)Nc1nnc(SCC(=O)Nc2cccc(Cl)c2)s1 | i | i | i | -9 | i | i | i | i | i | i | i
CC(C)(C)c1ccc(-n2ncc3c2CCCC3NC(=O)C2(C(N)=O)CC2)cc1 (configuration not stated) | i | i | i | -13 | i | i | i | i | i | i | i
Cc1cccc(C)c1OCC(=O)Nc1cccc(S(=O)(=O)N2CCCC2)c1 | i | i | i | -11 | i | i | i | i | i | i | i
CCCc1nn2c(=O)cc(CSCC(=O)Nc3ccc(F)cc3)nc2s1 | i | i | i | -7 | i | i | i | i | i | i | i
(continued)
SMILES | KCNK3 inh | TMEM16A act | ANO1 block | hERG rescue | MrgX1 agonist | KCNQ1 inh | RGS4 act | MrgX1 allo act | RGS4 block | KCNQ1 pot | KCNK9 block
CC(=O)Nc1ccc(N2C(=O)CC(Sc3nccc(C)n3)C2=O)cc1 (configuration not stated) | i | i | i | -7 | i | i | i | i | i | i | i
Cc1ccc(C)n1CCN1CCN(C(=O)c2ccco2)CC1 | i | i | i | -5 | i | i | i | i | i | i | i
O=C1CCN(Cc2ccccc2)N1 | i | i | i | -10 | i | i | i | i | i | i | i
CCCCCN(C(=O)CCC(=O)OCC(=O)N(CC#N)c1ccccc1)c1c(N)n(CCCC)c(=O)[nH]c1=O | i | i | i | -6 | i | i | i | i | i | i | i
CC(=O)Nc1ccc(C2=NN(CC#N)C(=O)SC2)cc1 | i | i | i | -8 | i | i | i | i | i | i | i
CCOC(=O)c1nnsc1-c1ccc(-c2snnc2C(=O)OCC)cc1 | i | i | i | -2 | i | i | i | i | i | i | i
COc1ccc(NC(=O)C2CCN(S(=O)(=O)c3c(C)noc3C)CC2)cc1Cl | i | i | i | 5 | i | i | i | i | i | i | i
CCc1ccc(C2CC(=O)NC(SCC(=O)OC(C)C)=C2C#N)cc1 (configuration not stated) | i | i | i | -9 | i | i | i | i | i | i | i
CN(C(=O)CNC(=O)c1ccc(Br)o1)C1CCCCC1 | i | i | i | -7 | i | i | i | i | i | i | i
CCOC(=O)N1CCN(C(=O)c2cc(C)no2)CC1 | i | i | i | -8 | i | i | i | i | i | i | i
CCOC(=O)Nc1ccc(S(=O)(=O)NC2CCCCC2)cc1 | i | i | i | -5 | i | i | i | i | i | i | i
O=S(=O)(c1cccc(-c2nnc3n2CCCCC3)c1)N1CCCC1 | i | i | i | -3 | i | i | i | i | i | i | i
CCOC(=O)c1nnn(CC(=O)Nc2ccccc2OC)c1C(=O)OCC | i | i | i | -2 | i | i | i | i | i | i | i
O=C(C[n+]1cccc(O)c1)NCc1ccc(Cl)cc1 | i | nt | i | -7 | i | i | i | i | i | i | i
CC(NC(=O)c1ccco1)c1nc(-c2ccccc2Cl)no1 (configuration not stated) | i | i | i | -3 | i | i | i | i | i | i | i
CS(=O)(=O)n1nc(OC(=O)c2cc(Br)ccc2Cl)cc1N | i | i | i | -11 | i | i | i | i | i | i | i
O=C1CC(N2CCN(c3ccccc3F)CC2)C(=O)N1c1ccc2c(c1)OCCO2 (configuration not stated) | i | i | i | -3 | i | i | i | i | i | i | i
COc1cc(OC)cc(C(=O)Nc2ccc(Cn3ccnc3)cc2)c1 | i | i | i | -4 | i | i | i | i | i | i | i
C=CCSc1nc(N2CCOCC2)c2c(c1C#N)CC(C)(C)N(C)C2 | i | i | i | -16 | i | i | i | i | i | i | i
O=[N+]([O-])c1cccnc1N/N=C/c1ccccc1O | i | i | i | -6 | i | i | i | i | i | i | i
CCOC(=O)c1ccc(N/C=C2/CCCC(C)C2=O)cc1 (configuration not stated) | i | i | i | -7 | i | i | i | i | i | i | i
Cn1c(=O)n(C)c2cc(/C=N/N=C3/NC(=O)C(CC(=O)O)S3)ccc21 (configuration not stated) | i | i | i | -10 | i | i | i | i | i | i | i
O=C(COc1ccc2ccc(=O)oc2c1)NCC(O)c1ccccc1 (configuration not stated) | i | i | i | -13 | i | i | i | i | i | i | i
COc1ccccc1C(CNc1ccc(S(=O)(=O)N2CCCC2)cc1[N+](=O)[O-])N(C)C (configuration not stated) | i | i | i | -7 | i | i | i | i | i | i | i
CCCc1nc2ccccc2c(=O)n1-c1c(C)n(C)n(-c2ccccc2)c1=O | i | i | i | 0 | i | i | i | i | i | i | i
(more compounds)
SMILES | KCNK3 inh | TMEM16A act | ANO1 block | hERG rescue | MrgX1 agonist | KCNQ1 inh | RGS4 act | MrgX1 allo act | RGS4 block | KCNQ1 pot | KCNK9 block
O=C1c2ccccc2C(=O)N1CCSc1nnc(-c2ccco2)n1Cc1ccccc1 | i | i | i | -16 | i | i | i | i | i | i | i
Cc1cc(C)cc(-n2c3nc4ccccc4nc3c3c(=O)n(Cc4ccco4)cnc32)c1 | i | i | i | -11 | i | i | i | i | 5.9* | i | i
CCn1cc(/C=N/NC(=O)c2ccc3c(c2)OCO3)c(C)n1 | i | i | i | -5 | i | i | i | i | i | i | i
Cc1ccc(NC(=O)NC(=O)N(C2CCCCC2)S(=O)(=O)c2ccccc2)cc1 | i | i | i | -6 | i | i | i | i | i | i | i
COC(=O)C1=C(C(=O)OC)C2C(C)=CC(C)=CN2C(C(=O)OC)=C1C(=O)OC (configuration not stated) | i | i | i | -2 | i | i | i | i | i | i | i
CCC(C(=O)NC1CCCCC1)n1c(SCc2ccccc2F)nc2ccncc21 (configuration not stated) | i | i | i | -12 | i | i | i | i | i | i | i
O=C(Cc1ncc(C(F)(F)F)cc1Cl)NCc1ccco1 | i | i | i | -12 | i | i | i | i | i | i | i
O=C(/C=C/Nc1cccc([N+](=O)[O-])c1)c1ccco1 | i | i | i | -4 | i | i | i | i | i | i | i
COCCNc1nc(-c2cc3ccccc3o2)cs1 | i | i | i | -13 | i | i | i | i | i | i | i
O=C(Cn1nc(Cl)nc1Cl)c1ccccc1 | i | i | i | -5 | i | i | i | i | i | i | i
NS(=O)(=O)c1cc2c(cc1Cl)NC(CC1CCCC1)NS2(=O)=O (configuration not stated) | i | i | i | -16 | i | i | i | i | i | i | i
COc1cc(NC(=S)Nc2ccccn2)cc(OC)c1 | i | i | i | -6 | i | i | i | i | i | i | i
COc1ccc2cc(S(=O)(=O)N3CCCC3)ccc2c1 | i | i | i | -2 | i | i | i | i | i | i | i

High-throughput results (PubChem BioAssay)
